Compound activity: PubChem, several laboratories
Mtb BioA inh = inhibitors of Mycobacterium tuberculosis BioA enzyme; purified M. tuberculosis BioA enzyme, plate reader; inhibition, % at 9.99 µM; 360,000 tested, 0.096% active; in the data active means inhibition above about 40%
GDH-TPI counter = counter-screen for M. tuberculosis FBA inhibitors: GDH-TPI coupled enzymes | GDH-TPI coupled enzyme counterscreen, NADH absorbance | inhibition, % at 4.8 µM | 360,000 tested, 1.2% active | AID 588335; in the data active means inhibition above about 30%;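 further: 0% = DMSO wells and 100% = wells lacking the enzyme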
FBA Mtb inh = inhibits M. tuberculosis FBA enzyme. inhibition, % at 1 µM. 360,000 tested, 2.3% active. purified M. tuberculosis FBA, fluorescence read-out. P9WQA3; in the data active means inhibition above about 27%;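 further: 0% = vehicle and 100% = reference inhibitor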
Target sequence (P9WQA3 whole entry, looked up): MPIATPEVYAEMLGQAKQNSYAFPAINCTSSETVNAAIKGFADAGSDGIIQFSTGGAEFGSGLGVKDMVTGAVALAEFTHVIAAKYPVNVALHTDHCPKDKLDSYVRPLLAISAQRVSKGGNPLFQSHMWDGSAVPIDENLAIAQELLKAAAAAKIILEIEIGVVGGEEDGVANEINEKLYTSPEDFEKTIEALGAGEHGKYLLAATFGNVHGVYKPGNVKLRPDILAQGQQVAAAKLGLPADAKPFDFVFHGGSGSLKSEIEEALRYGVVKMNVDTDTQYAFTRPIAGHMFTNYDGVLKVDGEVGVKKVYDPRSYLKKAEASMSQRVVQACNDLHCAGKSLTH
Mtb UGM inh = Mtb UDP-galactopyranose mutase inhibition; purified UGM, fluorescence polarization probe displacement; inhibition, % at 10 µM; 320,000 tested, 0.06% active; AID 504406; in the data active means inhibition above about 10%, passing the limit was not always enough
Target sequence (P9WIQ1 whole entry, looked up): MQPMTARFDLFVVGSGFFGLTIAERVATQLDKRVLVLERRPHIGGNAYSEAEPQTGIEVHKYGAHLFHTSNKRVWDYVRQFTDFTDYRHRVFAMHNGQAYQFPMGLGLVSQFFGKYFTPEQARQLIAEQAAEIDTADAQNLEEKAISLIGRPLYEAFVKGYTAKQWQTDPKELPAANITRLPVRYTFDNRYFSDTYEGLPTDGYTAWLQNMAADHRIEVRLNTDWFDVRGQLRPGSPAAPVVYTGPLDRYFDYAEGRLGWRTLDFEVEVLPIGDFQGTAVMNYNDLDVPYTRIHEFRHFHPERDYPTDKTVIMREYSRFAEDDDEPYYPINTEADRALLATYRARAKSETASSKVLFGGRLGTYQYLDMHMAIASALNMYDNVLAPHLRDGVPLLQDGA
PfHsp40 rescue = compounds rescuing yeast from Plasmodium falciparum HSP40 toxicity; AID 504582; S. cerevisiae expressing PfHsp40, growth rescue, ATP luminescence; 340,000 tested, 0.68% active; growth rescue, % at 12.5 µM; in the data active means growth rescue above about 28%, passing the limit was not always enough;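 further: yeast W303a lacking pdr1 and pdr3 grown in galactose medium; growth measured after three days at 30 °C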
FadD28 binding = inhibitors of Mycobacterium tuberculosis FadD28 bisubstrate binding; 360,000 tested, 0.22% active; FadD28 bisubstrate probe binding, fluorescence polarization; inhibition, % at 12.5 µM; in the data active means inhibition above about 8.5%, passing the limit was not always enough
TcdB GH inh = TcdB glycohydrolase inhibition; P18177; TcdB glycohydrolase enzymatic assay, plate reader; inhibition, % at 9.99 µM; 350,000 tested, 0.24% active; AID 652162; in the data active means inhibition above about 10%
Y pestis TopoI = inhibitors of Yersinia pestis topoisomerase I; Y. pestis Topo-I cleavage product accumulation, plate reader; activity, % at 10 µM; 360,000 tested, 0.064% active; AID 504884; in the data active means activity above about 50%, passing the limit was not always enough; further: inactives centre near 2
Vc quorum ag = inducers of Vibrio cholerae quorum light production without autoinducers; activation, % at 18.7 µM; 350,000 tested, 0.16% active; V. cholerae BH1578 lux reporter, luminescence, 6 h; in the data active means activation mostly above about 9.7%, no sharp cut-off; further: not every result past the cut was called active; inactives centre near 0; reference of the scale not given here
An asterisk follows results filed as active; i = inactive; · = no result given.

SMILES	Mtb BioA inh	GDH-TPI counter	FBA Mtb inh	Mtb UGM inh	PfHsp40 rescue	FadD28 binding	TcdB GH inh	Y pestis TopoI	Vc quorum ag
COc1ccc(OCCCC(=O)NCC(C)C)cc1	-0.4	-3	-1	0.2	-0.7	-2.0	·	-5	1.0
CCOC(=O)[C@H]1[C@H]2COc3ccc(C)cc3[C@@H]2N2C(=O)c3cc(F)ccc3NC(=O)[C@@]12C	0.7	11	1	0.5	-0.1	-1.9	2.0	5	-0.6
OC1(c2ccc(F)cc2)CSC(=Nc2cccnc2)N1Cc1ccco1 (stereo not drawn)	·	-1	0	0.5	1.5	-2.6	1.2	13	·
CC(C(=O)Nc1ccc2c(c1)OCCO2)N(c1ccccc1)S(C)(=O)=O (stereo not drawn)	2.1	-12	10	-0.8	0.8	0.1	0.9	1	1.9
O=C(CCS(=O)(=O)c1cccc2nonc12)NCCc1ccccc1	1.1	3	-6	-0.4	0.9	0.8	·	-3	-0.3
CCc1cc(C(=O)N2CCCC(CNS(=O)(=O)c3cccs3)C2)n(C)n1 (stereo not drawn)	·	1	0	4.2	0.7	-1.0	1.0	11	-1.4
Cc1nc2cc(Cl)c([N+](=O)[O-])cc2s1	·	7	0	0.7	0.5	0.0	-0.1	0	0.0
N#CCCN(Cc1cccnc1)C(=S)NC(=O)c1ccccc1	-0.8	-3	-3	0.3	0.4	-3.3	-0.3	2	i
O=C(O)c1ccc(N=C2NC(=O)C(CO)(CO)S2)cc1	-1.7	-3	0	2.7	-0.6	-3.8	0.2	-1	-0.4
Cc1ccc(-c2nnn(CC(=O)Nc3nnc(C(C)C)s3)n2)cc1	·	1	4	2.0	-1.5	0.1	-1.3	5	i
O=C(CN1C(=O)NC2(CCCC2)C1=O)N1CCN(S(=O)(=O)c2cccc(F)c2)CC1	1.7	1	-1	0.2	0.5	-1.9	2.1	2	-0.6
COc1cc(/C=N/NC(=O)c2ccccc2)ccc1O	·	18	-2	4.1	-0.9	-2.8	-17	-3	i
CSc1nc(Oc2ccc(=O)n(C)n2)nc(N(C)C)n1	0.7	4	-1	-0.7	-0.3	-2.2	·	-1	i
O=C(Nc1ccccc1Cl)c1ccc2c(c1)N(Cc1ccc(F)cc1)C(=O)CS2=O (stereo not drawn)	0.7	8	0	0.2	-0.5	-2.0	1.2	9	-0.5
CCC(O)(c1ccc(OC)cc1)C(CN1CCOCC1)c1ccccc1 (stereo not drawn)	·	-4	-7	-1.5	-0.3	-0.4	1.6	18	-0.4
COC(=O)Nc1nc2c(s1)CCCC2	·	-19	-4	3.9	-0.7	-3.9	·	1	-0.4
O=C(CN1C(=O)c2ccccc2S1(=O)=O)NCCSCc1ccco1	1.0	-1	-1	-2.7	-0.3	1.0	·	-4	-0.4
Cc1noc(C)c1COc1ccc(C(=O)N2CCN(c3ccccc3F)CC2)cc1	·	1	-1	-2.2	1.6	-3.5	1.5	46	-0.7
O=C(Nc1cccc(S(=O)(=O)N2CCCC2)c1)c1ccc2ccccc2n1	0.3	-5	1	1.2	0.9	-2.3	2.1	13	-0.2
CO/N=C(\Cn1ncc(NC2CCCCC2)c(Br)c1=O)c1ccc(Cl)cc1	1.2	-2	1	-2.3	5.8	-6.9	·	30	i
Cc1c(CC(=O)O)c(=O)oc2cc(OCc3ccc(Br)cc3)ccc12	-0.1	17	86*	-2.1	-0.3	0.6	-0.2	7	1.1
CCCc1cc(CN(C)C(=O)c2ccc(OC3CCN(C(C)=O)CC3)c(OC)c2)[nH]n1	1.7	4	1	·	·	-0.5	2.1	6	i
Cc1ccc(-c2nc3ccsc3c(=O)o2)cc1	6.2	13	2	-0.7	0.5	-1.8	·	2	i
CCC(C)C(NC(N)=O)C(=O)Nc1ccc(C(=O)OC)cc1 (stereo not drawn)	-0.9	-8	1	-2.5	-1.5	-0.9	2.1	8	-0.4
COc1cccc(C(=O)C2CCCN(C(=O)CCC3=NNC(=O)CC3)C2)c1 (stereo not drawn)	·	6	4	-2.2	0.6	-1.9	0.4	-1	i
N#CC1=C(N)NC(SCc2ccc(F)cc2)=C(C#N)C12CCCCC2	6.8	14	1	0.9	0.6	-13	·	-7	0.3
COc1ccc(-c2nnc(SCC(=O)Nc3cccnc3Cl)n2C)cc1	5.0	5	7	-1.0	1.9	0.0	1.3	-1	i
Cc1ccc(CC2CC(=O)N(c3cc(Cl)ccn3)C2=O)cc1 (stereo not drawn)	-1.5	4	-1	3.5	0.3	-0.1	0.7	-7	-0.5
O=C(Cn1nc(-c2ccccc2)ccc1=O)Nc1ccc(N2CCN(C(=O)c3cccs3)CC2)cc1	·	4	1	0.8	0.7	-2.7	1.6	0	-0.4
Cc1ccc(C)c(N2CCN(C(=O)CCc3nc(-c4ccccc4Cl)no3)CC2)c1	1.0	-3	1	·	3.5	-4.3	0.0	12	i
C=CCNC(=S)N1CCN(c2ccc([N+](=O)[O-])cc2)CC1	3.0	-1	-11	-0.7	0.9	-3.1	1.4	5	-0.5
CCc1cc(C(=O)N2CCCC(Nc3ccc(F)c(F)c3)C2)n(C)n1 (stereo not drawn)	4.1	-2	-1	-0.4	-0.4	·	-0.9	7	-0.1
CN1CCN(c2nc(C#N)cc(-c3ccccc3)n2)CC1	0.1	6	4	0.6	-1.4	-1.8	·	4	i
Cc1cc(-c2nnc(CCC(=O)NCC(C)c3ccccc3)o2)no1 (stereo not drawn)	11	-3	1	5.8	-1.7	-3.2	0.9	7	i
Cc1ccc(CCc2nnc(SCC(=O)Nc3cccc(Cl)c3)n2-c2ccccc2)o1	·	3	-2	-1.3	0.1	-1.0	0.8	12	-0.1
Cc1nn(C)c(C(=O)N/N=C/c2cc3c(cc2Br)OCO3)c1Br	·	25	0	·	-0.5	-5.0	·	6	-3.0
O=C(c1ccc(Cl)cc1)N(Cc1ccccc1F)N1C(=O)CCCC1=O	1.5	0	7	-0.8	-1.8	-2.3	2.0	1	-0.2
Cc1nc2scc(-c3cccs3)c2c(=O)o1	·	-11	5	7.7	-0.7	-0.3	·	0	9.7
C[N+](C)(C)CC1CCCc2ccccc2C1=O (stereo not drawn)	·	2	-1	·	-1.2	-2.7	1.0	2	i
O=C(NCc1cccs1)c1ccc2c(c1)ncn2C1CCCC1	12	-2	-5	-0.6	0.2	-3.6	·	2	4.8
CCCCC(=O)Nc1ccc(NC(=O)c2ccc([N+](=O)[O-])cc2Cl)cc1OC	·	6	3	1.4	0.2	-1.0	·	-5	i
Cc1ccccc1NCC(=O)N/N=C/c1c[nH]c2ccccc12	·	4	-3	-4.1	0.2	0.4	2.1	-3	i
O=C(Nc1ccc(F)cc1F)c1cccn(Cc2ccccc2)c1=O	-1.1	7	5	-1.5	0.4	-0.3	2.3	4	1.8
CCN(CC)S(=O)(=O)c1cccc(C(=O)Nc2cc3oc4ccccc4c3cc2OC)c1	-0.6	6	-2	2.3	-0.4	-0.4	1.0	-1	-0.2
c1ccc2nc3[nH]cnc3nc2c1	-2.2	21	42*	2.8	-2.0	-0.8	0.4	0	-0.4

7 compounds from above, sorted by count of non-hydrogen atoms, low to high:
SMILES	Mtb BioA inh	GDH-TPI counter	FBA Mtb inh	Mtb UGM inh	PfHsp40 rescue	FadD28 binding	TcdB GH inh	Y pestis TopoI	Vc quorum ag
COC(=O)Nc1nc2c(s1)CCCC2	·	-19	-4	3.9	-0.7	-3.9	·	1	-0.4
COc1cc(/C=N/NC(=O)c2ccccc2)ccc1O	·	18	-2	4.1	-0.9	-2.8	-17	-3	i
CN1CCN(c2nc(C#N)cc(-c3ccccc3)n2)CC1	0.1	6	4	0.6	-1.4	-1.8	·	4	i
N#CCCN(Cc1cccnc1)C(=S)NC(=O)c1ccccc1	-0.8	-3	-3	0.3	0.4	-3.3	-0.3	2	i
O=C(Nc1ccc(F)cc1F)c1cccn(Cc2ccccc2)c1=O	-1.1	7	5	-1.5	0.4	-0.3	2.3	4	1.8
OC1(c2ccc(F)cc2)CSC(=Nc2cccnc2)N1Cc1ccco1 (stereo not drawn)	·	-1	0	0.5	1.5	-2.6	1.2	13	·
CO/N=C(\Cn1ncc(NC2CCCCC2)c(Br)c1=O)c1ccc(Cl)cc1	1.2	-2	1	-2.3	5.8	-6.9	·	30	i

(cont.)
SMILES	Mtb BioA inh	GDH-TPI counter	FBA Mtb inh	Mtb UGM inh	PfHsp40 rescue	FadD28 binding	TcdB GH inh	Y pestis TopoI	Vc quorum ag
O=S(=O)(c1ccccc1)N1CCC(O)(CSc2ccc(F)cc2)CC1	0.2	0	-6	-0.4	3.0	-4.4	-0.4	13	-0.3
Cc1ccc(N2CCN(/N=C/C=C/c3ccccc3)CC2)cc1	0.5	8	-1	1.3	-0.5	-0.5	·	-2	-0.1
O=C(O)CCCn1cc(NC(=O)COc2cc(F)ccc2[N+](=O)[O-])cn1	·	3	-2	-0.4	0.4	-1.6	0.0	-4	-0.5
COc1ccc(CCNC(=O)C2(C)CCC(=O)N2Cc2ccc3c(c2)OCO3)cc1OC (stereo not drawn)	1.7	-11	3	-0.5	1.1	-0.6	-1.0	-1	-0.3
Cc1cc(SCNC(=O)c2ccccc2)ncn1	-1.6	-2	2	0.8	-1.5	-1.6	0.1	3	i
Cc1c(C(=O)NCc2ccc(Cl)c(Cl)c2)sc(=O)n1Cc1cccc(F)c1	0.8	-5	-1	·	·	-12	1.3	21	-0.4
O=C(NCCN1C(=O)S/C(=C/c2ccccc2)C1=O)C1CC(=O)N(Cc2ccccc2)C1 (stereo not drawn)	-0.6	12	3	-0.1	-0.6	-2.7	-0.1	4	1.1
COc1cc(OC)cc(C(=O)NN(CCC#N)C2=NS(=O)(=O)c3ccccc32)c1	-2.4	1	6	0.9	-3.3	-0.9	-2.1	4	-15
CC1CN(C(=O)c2ccccc2)OC(c2ccc3c(c2)OCO3)O1 (stereo not drawn)	-0.2	20	2	-0.3	-1.5	-1.0	·	-2	i
O=C(Cc1ccccc1)NNC(=O)c1cccs1	-1.0	11	-2	3.6	-0.7	-0.2	·	0	-5.9
CCc1nc2c(OCc3ccc(C(=O)N(C)C)cc3)cccn2c1N(C)C(=O)Nc1ccccc1OC	1.7	8	-1	·	·	-1.0	0.2	6	-1.1
COc1ccc(CC(=O)Nc2cc(S(=O)(=O)Nc3ccc(OC)cc3)ccc2OC)cc1	-0.5	7	0	1.4	1.8	-0.5	1.4	18	-0.7
NC(=O)c1sc2nccc(Nc3ccccc3)c2c1N	14	16	3	-0.5	3.1	-1.3	·	10	i
O=C1NC[C@@H](c2ccccc2)OC(=O)[C@H](Cc2ccc(F)cc2)C/C=C\C[C@@H]1CC(=O)N(CCO)Cc1ccccc1	-1.7	0	3	-1.9	-0.3	-9.0	2.1	13	i
O=C(c1ccco1)N1CCN(c2ccccc2F)CC1	·	-12	0	2.5	1.1	-2.0	·	-7	-0.8
CCOC(=O)c1ccc(NC(=O)c2c(N)n(C)c(=O)[nH]c2=O)cc1	5.0	-2	0	-2.2	0.5	-3.7	·	-6	4.8
CCCSc1ncc(Cl)c(C(=O)Nc2ccc(S(=O)(=O)Nc3ncccn3)cc2)n1	-0.9	-1	-2	1.3	-1.0	-2.3	4.0	-7	i
C/C(=N\NC(=O)C1CC1)c1cccs1	·	2	0	-1.0	0.6	-1.6	·	2	i
CCC1(c2ccc(Cl)cc2)NC(=S)N(c2ccc(C)cc2)N1 (stereo not drawn)	·	7	1	1.7	6.5	-1.4	·	-2	0.3
Fc1ccc(N2CCN(Cc3cc4c(cc3Br)OCO4)CC2)cc1	-4.1	-4	0	-0.2	-2.1	-1.4	0.2	19	0.4
CC(C)OCCCNC(=O)C1CCN(S(=O)(=O)N2CCCC2)CC1	·	-6	0	-0.8	-1.6	-2.0	0.2	8	0.1
COC(CNC(=O)c1ccc2c(c1)nc(C)n2-c1ccc(F)c(F)c1)OC	6.6	6	3	-3.4	-0.8	-2.0	·	4	-2.6
COc1ccc(C)cc1NC1=NCCCS1	·	5	4	2.1	-0.6	-1.6	6.3	19	-0.4
CCS(=O)(=O)c1ccc2oc(SCC(=O)NC(C)C3CC4CCC3C4)nc2c1 (stereo not drawn)	·	7	-2	-0.3	0.1	-1.3	·	-8	2.8
O=C1CC(c2ccccc2)CN1C(=O)c1cccnc1 (stereo not drawn)	-3.2	5	0	-2.0	0.8	-0.1	1.3	-10	-0.5
O=C1c2ccccc2NC(c2ccc(F)cc2)N1Cc1ccco1 (stereo not drawn)	-3.4	16	49*	-0.2	-0.2	-3.8	·	-6	i
